From PubChem
RAM inhibit: inhibitors of the yeast RAM network, primary screen, dse1pr::URA3 reporter, 5-FOA selection. S. cerevisiae dse1pr::URA3 reporter, 5-FOA growth OD615, 2 d; analog-sensitive cbk1-as2 kinase mutant strain. inhibition, % at 50 µM. actives 1.8% (n = 190,000);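 active = inhibition above a set limit, 3 SD over mean compound inhibition, cut at about 8.4% in these data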;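 also: 0% = DMSO-only wells with no growth and 100% = 10 µM 1-NA-PP1 full growth; inhibition rescues growth on 5-FOA so higher OD means more RAM inhibition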
PPARg SRC1 recr: PPARgamma agonists recruiting SRC-1 coactivator, primary screen, biochemical; Peroxisome proliferator-activated receptor gamma (Homo sapiens), P37231; AID 631, 2007; actives 0.41% (n = 200,000); PPARgamma-SRC-1 coactivator recruitment biochemical assay; activation, % at 8 µM; in the data active = activation above about 19%;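 also: 0% = DMSO and 100% = reference agonist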
HMGR II inh: inhibitors of E. faecalis class II HMGR, primary screen, biochemical, Enterococcus faecalis. HMG-CoA reductase (Enterococcus faecalis, mvaE). actives 0.41% (n = 190,000). purified E. faecalis HMGR, NADPH absorbance 340 nm kinetic. AID 1066, 2008. inhibition, % at 10 µM;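 active = inhibition above a set limit, the median over all tested compounds plus 3 SD, cut at about 9.5% in these data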;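 also: enzyme runs in reverse so mevalonate oxidation gives rising NADPH absorbance; 0% = complete reaction with DMSO and 100% = background rate lacking mevalonate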
Lmaj promast: Leishmania major promastigote growth inhibition, primary screen | Leishmania major promastigotes, resazurin fluorescence viability | inhibition, % at 10 µM | actives 9% (n = 200,000) | AID 1063, 2008; in the data active = inhibition above about 50%;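 also: promastigotes grown with compound for 44 hours at 28 °C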
SRC2 TRFRET art: TR-FRET signal artefacts, primary screen, artefact control for PPARgamma SRC-2 agonist project, biochemical | actives 0.4% (n = 200,000) | TR-FRET ratio at 8 µM | AID 1049, 2008 | TR-FRET artefact counter-screen; hits give high values; in the data active = TR-FRET ratio above about 2000; also: inactives centre near 1500
S1P3 antag: S1P3 receptor antagonists, primary screen, cell-based; CHO S1P3 NFAT-BLA reporter, FRET fluorescence, antagonist mode; inhibition, % at 4.98 µM; Sphingosine 1-phosphate receptor 3 (Homo sapiens), Q99500; actives 0.27% (n = 170,000); AID 485, 2006;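 active = inhibition above the plate cutoff, the mean inhibition of test wells on that plate plus 3 SD, cut at about 28% in these data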;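 also: cells challenged with S1P at its EC80 of 0.8 µM; blue over green emission ratio from cleaved BLA substrate after 4 h stimulation; 0% = S1P-stimulated wells and 100% = unstimulated DMSO-only wells; some compounds past the cut are filed as inactive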
Target sequence (Q99500 whole entry, looked up): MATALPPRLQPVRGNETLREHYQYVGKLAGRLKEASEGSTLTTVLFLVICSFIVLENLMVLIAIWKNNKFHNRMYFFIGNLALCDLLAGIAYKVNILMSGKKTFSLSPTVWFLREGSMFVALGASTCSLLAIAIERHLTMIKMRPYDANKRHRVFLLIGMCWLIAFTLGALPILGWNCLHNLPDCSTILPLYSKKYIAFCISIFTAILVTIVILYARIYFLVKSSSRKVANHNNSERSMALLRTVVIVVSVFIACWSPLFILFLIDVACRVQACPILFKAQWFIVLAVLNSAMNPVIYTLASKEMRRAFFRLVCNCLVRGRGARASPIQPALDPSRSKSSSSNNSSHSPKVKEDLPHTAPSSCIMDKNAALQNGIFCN
bIAP inh: bovine intestinal alkaline phosphatase inhibitors, primary screen, selectivity assay for TNAP inhibitor project, biochemical, bovine IAP, CDP-star luminescence. alkaline phosphatase, intestinal [Bos taurus]. purified bovine IAP, 30 min. 190,000 tested, under 10 active. AID 1019, 2008. inhibition, % at 20 µM;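 active = over 50% inhibition of intestinal alkaline phosphatase at 20 µM in the single-dose screen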
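System: purified bovine intestinal alkaline phosphatase (IAP) enzyme; Input: IAP diluted 1/65,000,000 in the well; Measured by: CDP-star luminescence signal; Compound dosing: 20 µM single dose; Incubation: 30 min reaction at room temperature.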
ROMK mod: ROMK potassium channel modulators, primary screen, cell-based, thallium flux, MLSMR library. B-score at 10 µM. AID 1918, 2009. actives 2% (n = 130,000). Tet-inducible ROMK, thallium flux fluorescence; actives lie on both sides;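 active = signal ratio slope over the read window, or its plate-corrected B-score, at least 3 SD from the plate mean, either direction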;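 also: B-score of the F/F0 ratio slope over 7 to 12 s after thallium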
Target sequence (P48048 whole entry, looked up): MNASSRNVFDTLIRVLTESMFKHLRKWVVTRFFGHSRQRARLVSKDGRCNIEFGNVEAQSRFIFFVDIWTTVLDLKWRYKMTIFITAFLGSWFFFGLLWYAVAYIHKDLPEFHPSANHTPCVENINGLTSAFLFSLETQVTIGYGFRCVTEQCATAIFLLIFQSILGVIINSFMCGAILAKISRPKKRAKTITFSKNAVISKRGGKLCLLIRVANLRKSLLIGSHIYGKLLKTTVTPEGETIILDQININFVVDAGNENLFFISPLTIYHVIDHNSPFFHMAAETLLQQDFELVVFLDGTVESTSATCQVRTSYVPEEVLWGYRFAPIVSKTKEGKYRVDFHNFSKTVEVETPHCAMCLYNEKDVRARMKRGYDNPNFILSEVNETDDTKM
DTT redox prof: compounds producing H2O2 with reducing agent – biochemical, NIH compound library profiling, artefact control for MLSCN library redox annotation, primary screen; DTT-dependent redox cycling H2O2, phenol red/HRP absorbance; 100% = 100 µM peroxide control, 0% = buffer; activation, % at 10 µM; actives 0.03% (n = 200,000); AID 878, 2007;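 active = activation of at least 50% relative to the plate's high and low controls in the primary single-dose screen; inactive = activation below 50%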;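 also: compound incubated with DTT at 0.8 mM final as the reducing agent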
PPARg SRC-2 ag: agonists of PPARg-SRC-2 recruitment, primary screen, biochemical, HTS; Peroxisome proliferator-activated receptor gamma (Homo sapiens), P37231; PPARgamma LBD-SRC-2 recruitment; activation, % at 8 µM; actives 0.34% (n = 200,000); AID 1032, 2008; in the data active = activation above about 22%;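 also: 0% = vehicle and 100% = reference agonist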
PPARg SRC3 recr: PPARgamma agonists recruiting SRC-3 coactivator, primary screen, biochemical; activation, % at 8 µM; AID 731, 2007; biochemical PPARgamma/SRC-3 coactivator recruitment assay; actives 0.26% (n = 200,000); Peroxisome proliferator-activated receptor gamma (Homo sapiens), P37231; in the data active = activation above about 23%;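 also: 0% = DMSO and 100% = reference agonist; some compounds past the cut are filed as inactive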
* = called active by the depositor; nt = no result given; & = joins results of further samples.

SMILES | RAM inhibit | PPARg SRC1 recr | HMGR II inh | Lmaj promast | SRC2 TRFRET art | S1P3 antag | bIAP inh | ROMK mod | DTT redox prof | PPARg SRC-2 ag | PPARg SRC3 recr
COc1ccc(NC(=O)CSc2nc(C)c3c(c2C#N)CCCC3)cc1 | 3.8 | 6 | -3 | -4 | 1615 | nt | 12 | nt | 2.0 | 0 | 6
COc1ccc(CCNC(=O)NC23CC4CC(CC(C4)C2)C3)cc1 | 0.1 | 1 | -1 | 1 | 1527 | nt | 38 | nt | -2.1 | 5 | 13
Cc1ccc(C(=O)N2CCCC(c3ccccc3)=N2)cc1 | -0.5 | 11 | -1 | 16 | 1563 | -18 | 1 | -0.95 | -0.6 | 0 | 0
O=C(O)CCC(=O)NCCc1cccc(Cl)c1 | 0.4 | -4 | -2 | -4 | 1368 | -2 | -13 | 0.43 | -0.2 | 4 | 1
CNC(=O)NC(=O)CSc1nnc(C(F)(F)F)n1C | 0.5 | -2 | -5 | -4 | 1587 | nt | 3 | 1.3 | 0.1 | -3 | 2
COc1ccc2nc(NC(=O)CSc3nnc(-c4ccoc4C)n3C)sc2c1 | 5.2 | 10 | 0 | 22 | 1655 | -9 | 20 | nt | -0.4 | -1 | -1
C=CC(=O)NCCCc1cc(C(C)(C)C)c(O)c(C(C)(C)C)c1 | -0.5 | -2 | -2 | 23 | 1668 | 1 | 24 | nt | -0.5 | 3 | 10
Cc1c(C#N)c(N)nc2c3c(sc12)NC(=O)CC3c1ccccc1 (centres undefined) | 3.7 | -1 | -2 | 8 | 1539 | 1 | -16 | nt | 0.2 | 0 | 2
COc1cc(CCCN2C(=S)NC[C@@H]2Cc2ccccc2)cc(OC)c1OC | 1.4 | 2 | -2 | 6 | 1530 | -12 | 25 | nt | 0.5 | 2 | 2
Cc1noc(C)c1C(=O)OCC(=O)c1cc(C)n(Cc2ccccc2Cl)c1C | 6.8 | 2 | -2 | 2 | 1444 | 2 | 0 | -0.47 | -0.2 | 0 | 10
Cc1ccc(S(=O)(=O)Nc2ccc3ncccc3c2)cc1 | -0.3 | -1 | -4 | 5 | 1599 | -8 | 11 | nt | -1.1 | 0 | 0
CCN(CC)S(=O)(=O)c1ccc(/C=C/C(=O)OCC(=O)Nc2ccc(C(N)=O)cc2)cc1 | 2.1 | 2 | 0 | -10 | 1504 | -15 | 2 | -0.12 | -1.6 | 2 | 10
Cc1[nH]c2ccc(OCc3ccccc3)cc2c1CCN1C(=O)OC(C)(C)C1(C)O (centres undefined) | 3.5 | 6 | -9 | 8 | 1789 | nt | 5 | nt | -1.9 | -4 | -1
O=C(Nc1ccc(NC(=O)c2cccs2)cn1)c1ccco1 | 0.7 | 2 | 4 | 4 | 1388 | 3 | 3 | -0.59 | 0.2 | -2 | 4
O=[n+]1cc(-c2ccc(F)cc2)n([O-])c2c1CCC2 | 1.2 | -1 | 2 | -4 | 1605 | -17 | 0 | 0.29 | 0.8 | 6 | 3
Cc1cc(C)n(/N=C/c2cc([N+](=O)[O-])ccc2O)c(=O)c1 | -1.3 | -4 | -6 | -4 | 1632 | -22 | -3 | 0.0043 | -1.1 | 2 | 3
O=C1C2C3CCC(C3)C2C(=O)N1CNc1ccc(F)cc1 (centres undefined) | 2.0 | 0 | 0 | -4 | 1489 | nt | 12 | 1.1 | 1.8 | -4 | -7
CC(NC(=O)Cn1c(NCCO)nc2ccccc21)C1CC2CCC1C2 (centres undefined) | -0.5 | -5 | -5 | 4 | 1494 | 0 | -24 | -2 | -1.9 | 7 | 2
CCOc1ccc(CONS(=O)(=O)c2ccc(NC(C)=O)cc2)cc1Cl | 3.0 | 4 | -5 | 2 | 1823 | -4 | 6 | -0.92 | -0.4 | 8 | 4
O=C(O)C1CCCCC1C(=O)Nc1ccccc1Cl (centres undefined) | 1.2 | 12 | -2 | -4 | 1485 | nt | -3 | nt | 3.6 | -2 | -3
O=C(CCNc1n[nH]c(=O)[nH]c1=O)N/N=C/c1ccc(Cl)cc1 | 1.0 | 0 | 6 | -5 | 1375 | 4 | -8 | 0.26 | 0.3 | 2 | 3
Nc1nnc(CCCCc2cccs2)o1 | 0.3 | 4 | -3 | -5 | 1566 | -2 | 12 | 0.041 | -0.1 | -3 | -11
CC(=O)c1ccc(NC(=O)c2ccn[nH]2)cc1 | 0.3 | -4 | -1 | -1 | 1347 | -23 | -21 | -0.28 | -0.1 | -3 | 0
COc1ccc(C2=NC(C(F)(F)F)(C(F)(F)F)c3c(n(C)c(=O)n(C)c3=O)N2)cc1 | 2.8 | 1 | 5 | 7 | 1429 | nt | 6 | nt | -3.1 | 5 | 2
CC(=O)Nc1ccc(NC(=O)c2cc(-n3cnnc3)ccc2Cl)cc1 | -0.6 | -3 | -3 | -3 | 1585 | -7 | -7 | 0.71 | -1.1 | 9 | 1
C=CCn1cc(C(=O)NCC2CCCO2)c(=O)c2cc(S(=O)(=O)N3CCCCCC3)ccc21 (centres undefined) | -0.2 | 3 | 7 | 21 | 1649 | 6 | 2 | nt | 0.0 | 4 | -7
CC(C)Nc1nc(NC(C)C)nc(N(C)n2cnnc2)n1 | 1.7 | -1 | 2 | 9 | 1431 | nt | -7 | 0.6 | 1.7 | 0 | 1
CC/C(=N\NC(=S)Nc1cccc(C)c1)c1ccccc1 | 0.8 | -1 | 2 | 3 | 1518 | 6 | -20 | 0.19 | -0.4 | 4 | 10
Cc1ccc(-c2cc(C(=O)N3CCCc4ccccc43)no2)cc1 | 4.2 | 4 | 2 | -2 | 1606 | -6 | -12 | -0.48 | 0.0 | 2 | 5
O=C(Nc1ccccc1C(=O)O)c1cccc(NC(=O)c2ccc(Br)o2)c1 | 5.3 | -2 | -5 | -14 | 1522 | 10 | 9 | 0.93 | 0.4 | 3 | -16
Nc1nn(-c2ccccc2)c(N)c1N=Nc1ccc2c(c1)OCO2 | -1.0 | 3 | -4 | 87* | 1509 | 7 | -10 | 2.7 | 0.8 | 7 | 8
CCCCNC(=O)Nc1c(C)cc(SC#N)cc1C | 1.5 | 4 | 1 | -3 | 1578 | 9 | -15 | -0.06 | 0.3 | 10 | 0
Cc1ccccc1C(=O)NC1CCS(=O)(=O)C1 (centres undefined) | 0.9 | 2 | 1 | -5 | 1492 | nt | -1 | nt | -1.7 | 14 | 20
Oc1ccccc1C1N=C(c2ccccc2)NC(c2ccccc2)=N1 | -0.7 | -1 | -5 | 20 | 1367 | nt | -14 | 0.08 | 0.8 | 1 | 5
N#Cc1c(NC(=O)CSc2nc3ccccc3s2)sc2c1CCCC2 | 4.2 | 1 | -3 | 49 | 1621 | 0 | -7 | 0.93 | 0.4 | -5 | 3
CCOC(=O)C1CCN(Cc2cnc(Oc3ccc(C(C)(C)C)cc3)s2)CC1 | -0.7 | 10 | 0 | 91* | 1638 | nt | -1 | nt | 1.9 | 14 | 15
O=C(Cn1cc([N+](=O)[O-])cn1)NCCc1nc2ccccc2[nH]1 | 1.1 | -2 | -6 | 3 | 1324 | 7 | -14 | nt | -0.8 | -11 | 3
O=C(CN1C(=O)CC(c2ccccc2)S(=O)(=O)c2ccccc21)NC1CCCC1 (centres undefined) | 1.9 | 1 | -2 | 6 | 1615 | -2 | 8 | nt | -0.8 | 8 | 4
CC(=O)C1=C(O)C(=O)N(Cc2ccco2)C1c1ccc2c(c1)OCO2 (centres undefined) | 1.5 | 5 | -3 | -1 | 1699 | 6 | 2 | nt | -2.8 | 0 | 9
NC(=O)CCS(=O)(=O)c1ccccc1 | 2.1 | 9 | 0 | -6 | 1518 | 0 | -6 | -0.2 | 1.2 | 1 | -1
Cc1ccc(C(=O)Nc2nc(=O)[nH]s2)cc1 | 1.6&1.9 | 0&-6 | 4&-5 | -6&-8 | 1333&1410 | 4&-5 | 7&-4 | 0.73&-0.46 | -0.7&-0.2 | -5&-6 | -3&1
CSc1ccccc1NC(=O)c1noc2c1CCC2 | 0.4 | 0 | 3 | -5 | 1554 | 2 | 7 | nt | 1.8 | 4 | -11
O=C(O)c1ccc(-c2ccccc2C(F)(F)F)o1 | -2.2 | 2 | 1 | -5 | 1574 | -8 | 10 | 1.2 | 1.5 | 4 | 2
Cc1nc2ccccc2c(=O)n1N(c1ccccc1)c1ccccc1 | 3.6 | 5 | 2 | 34 | 1385 | 1 | -11 | 0.015 | 0.2 | -4 | 1
c1ccc(-c2[nH]ncc2-c2nc3ccccc3[nH]2)cc1 | 1.5 | 3 | -2 | 7 | 1619 | 0 | -27 | nt | -0.7 | -1 | 5
NC(=O)CSc1nc(-c2ccccc2Cl)ns1 | 0.9 | 9 | -2 | 2 | 1510 | -14 | 13 | 0.26 | 0.1 | -3 | 13
Cc1ccc(N2C(=O)CC(Cn3nc(C)cc3C)C2=O)cc1 (centres undefined) | 0.0 | -4 | -2 | -5 | 1397 | nt | 8 | 0.17 | 0.0 | -1 | -1
Cc1nn2c(nc1=O)NNC2(C)C(C)(C)C (centres undefined) | 0.1 | 5 | -1 | -2 | 1741 | 0 | 10 | 0.76 | -0.7 | 4 | 2
CC(=O)N1c2ccccc2NC2=C(C(=O)CC(C)(C)C2)C1c1cccn1C (centres undefined) | -1.7 | 2 | -2 | -4 | 1517 | -4 | 3 | 1.3 | -0.2 | -6 | -1
CN(C)CCCNC(=O)c1cc(Br)ccc1Cl | 0.4 | 0 | -5 | -1 | 1643 | nt | 2 | 1.4 | 0.2 | -1 | -3
Cc1csc(=N)n1-c1ccc(Cl)cc1 | 1.7 | -2 | -5 | 9 | 1419 | nt | 10 | nt | 1.9 | -3 | -6
CCCCNC(=S)N1CCN(C(c2ccccc2)c2ccccc2)CC1 | 0.0 | -2 | 0 | 28 | 1459 | 9 | -16 | 0.27 | -0.2 | -5 | 4
COc1ccc(CNC(=O)COC(=O)Cc2ccc(Cl)cc2Cl)cc1 | 11* | 4 | -11 | -6 | 1558 | -6 | -16 | nt | 0.6 | -2 | -1
CC(C)(C)c1ccc(C(=O)NNc2cc(N3CCOCC3)nc(N3CCOCC3)n2)cc1 | 2.2 | 17 | -5 | 4 | 1722 | 2 | -10 | -0.0045 | -0.6 | 7 | 10
